697 NFkB inh: inhibitors of the PMA/ionomycin-induced NF-kB reporter in 697 B cells; actives 0.33% (n = 330,000); inhibition, % at 4 µM; 697 B-cell NF-kB luciferase reporter, 16 h; AID 435022; in the data active = inhibition above about 35%
APJ agonist: activates the human apelin receptor APJ; P35414; CHO-K1 APJ PathHunter beta-arrestin, luminescence; 0% DMSO wells, 100% apelin; activation, % at 20 µM; actives 0.11% (n = 330,000); AID 2520;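 active = activation more than six SD over the plate average, tested at 20 µM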;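 also: 0% = DMSO alone and 100% = apelin-13 at 10 nM; some results filed as inactive read as strong as hits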
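Material: engineered CHO-K1 APJ arrestin reporter cells; amount: 1000 CHO-K1 reporter cells seeded per well; incubation: compound stimulation 90 min at 25 °C, detection 60 min; signal: luminescent beta-gal fragment complementation, chemiluminescent substrate; read-out basis: APJ agonist activity; controls: DMSO-only wells as negative, 10 nM Apelin-13 as positive control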
CHOP UPR activ: apoptotic UPR (CHOP) activation. CHO-CHOP luciferase reporter, luminescence; percent of tunicamycin response over DMSO baseline. activation, % at 10 µM. actives 0.34% (n = 330,000);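 active = at 10 µM dose, activation of 40% or more, normalized to positive control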;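 also: 100% = tunicamycin at 10 µg/mL and 0% = DMSO alone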
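Assay system: CHO-CHOP cells, stable luciferase reporter of PERK-eIF2a-CHOP signalling / Buffer or medium: F12 plus 10% serum / Compound dosing: one dose, 10 µM in 0.5% DMSO / Times: 6 h compound treatment, 37 °C / Technique: luciferase luminescence / Read-out: % reporter activation, DMSO baseline versus tunicamycin full activation / Benchmarks: tunicamycin and DMSO controls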
XBP1 UPR activ: activators of adaptive arm of unfolded protein response (XBP1); actives 0.33% (n = 330,000); CHO-XBP1 luciferase reporter, IRE1-XBP1 UPR activation, luminescence; percent of tunicamycin response, DMSO as zero; activation, % at 20 µM;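 active = versus positive control, 20 µM dose yields 30% or more activation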;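 also: 100% = tunicamycin at 10 µg/mL and 0% = DMSO only wells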
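assay system = CHO-XBP1 luciferase reporter cells | amount = 1000 cells/well | buffer or medium = F12 plus 10% FBS | compound dosing = single point, 20 µM final compound, 1% DMSO | incubation = 16-18 h cell attachment at 37 °C, then 6 h compound exposure | detection = Steady-Glo luminescence read | controls = tunicamycin 10 µg/mL and vehicle-only wells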
tim23-1 inh: inhibits growth of tim23-1 mutant yeast. AID 463212. actives 1.3% (n = 330,000). inhibition, % at 20 µM. S. cerevisiae tim23-1 growth, BacTiter-Glo luminescence, 24 h;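 active = growth inhibition of the mutant yeast at or above 50%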;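 also: temperature-sensitive mutant grown at 25 °C; plate controls were DMSO-treated mutant yeast for no effect and medium wells lacking yeast for full effect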
APJ antagonist: blocks the human apelin receptor APJ; CHO-K1 APJ beta-arrestin complementation, luminescence; inhibition, % at 20 µM; actives 0.32% (n = 330,000); AID 2521;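 active = inhibition above about 40% at 20 µM, limit read from the data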;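 also: cells challenged with 10 nM apelin-13 agonist together with compound; plate controls were apelin-13 plus DMSO wells for no effect and DMSO wells lacking apelin-13 for full effect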
Jurkat NFkB inh: lowers PMA/ionomycin-induced NF-kB signal in Jurkat cells | PMA/ionomycin-induced NF-kB luciferase reporter, luminescence | AID 435003 | actives 0.53% (n = 330,000) | inhibition, % at 4 µM; in the data active = inhibition above about 50%
Mdm2 MdmX PPI: inhibitors of human Mdm2/MdmX interaction | O15151+Q00987 | SaOS-2 split-luciferase Mdm2/MdmX complementation, luminescence | inhibition, % at 8 µM | actives 3% (n = 330,000) | AID 485346;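 active = inhibition of at least 50% at 8 µM in the primary screen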
Target sequence (O15151 whole entry, looked up): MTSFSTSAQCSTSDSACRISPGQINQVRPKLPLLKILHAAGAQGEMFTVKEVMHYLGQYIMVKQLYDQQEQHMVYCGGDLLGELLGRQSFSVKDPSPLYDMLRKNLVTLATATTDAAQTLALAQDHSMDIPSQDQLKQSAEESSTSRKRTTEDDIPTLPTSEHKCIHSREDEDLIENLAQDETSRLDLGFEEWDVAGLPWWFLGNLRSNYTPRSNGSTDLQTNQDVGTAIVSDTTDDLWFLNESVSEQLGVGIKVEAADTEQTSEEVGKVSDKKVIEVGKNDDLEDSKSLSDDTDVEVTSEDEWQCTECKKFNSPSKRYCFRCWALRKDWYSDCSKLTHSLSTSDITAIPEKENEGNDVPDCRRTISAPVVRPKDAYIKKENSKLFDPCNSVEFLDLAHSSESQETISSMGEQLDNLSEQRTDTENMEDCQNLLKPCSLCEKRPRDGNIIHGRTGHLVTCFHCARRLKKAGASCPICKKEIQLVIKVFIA
Target sequence (Q00987 whole entry, looked up): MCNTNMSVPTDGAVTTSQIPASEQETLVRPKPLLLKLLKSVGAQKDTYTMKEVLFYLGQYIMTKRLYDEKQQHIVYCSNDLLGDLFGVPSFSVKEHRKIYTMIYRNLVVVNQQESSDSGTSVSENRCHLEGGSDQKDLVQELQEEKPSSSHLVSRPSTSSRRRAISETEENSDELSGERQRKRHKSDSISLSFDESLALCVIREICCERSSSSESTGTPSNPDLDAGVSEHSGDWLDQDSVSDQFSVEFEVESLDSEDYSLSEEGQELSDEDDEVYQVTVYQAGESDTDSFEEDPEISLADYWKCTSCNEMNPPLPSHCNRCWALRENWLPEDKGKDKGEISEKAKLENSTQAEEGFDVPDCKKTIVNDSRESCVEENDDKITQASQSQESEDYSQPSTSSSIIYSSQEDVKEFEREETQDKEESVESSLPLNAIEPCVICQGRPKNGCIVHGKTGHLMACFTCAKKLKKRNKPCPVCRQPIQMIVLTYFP
* hit, by the source's call; & = joins results of further samples.

No.	mol	Mdm2 MdmX PPI	tim23-1 inh	697 NFkB inh	Jurkat NFkB inh
1	CCCCCN1C/C=C\C(c2ccc(OC)cc2)N(Cc2ccc(F)cc2)C(=O)C1 (stereo not drawn)	-5	15	12	4
2	CCOC(=O)NC(c1ccccc1)C1CCCCC1=O (stereo not drawn)	23	4	16	11
3	O=C(CCc1nc2ccccc2s1)NC1CCOC1=O (stereo not drawn)	23	-2	16	5
4	CCOc1ccc(NC(=O)COc2ccc(C(=O)NCCc3ccccc3)cc2)cc1	22	-15	19	5
5	Cc1cccc(NC(=O)CSc2ncnc3nc[nH]c23)c1	27	-9	-10	0
6	C=CCNC(=O)c1ccccc1NC(=O)c1ccccc1C	26	0	15	0
7	CCc1cc(=O)oc2c(C)c(OC(C)C(=O)NCCCN3CCOCC3)ccc12 (stereo not drawn)	22	-2	4	1
8	COc1ccccc1NC(=O)CSc1nn2c(=O)c(C)nnc2s1	-12	9	-8	5
9	COC(C[C@@H]1O[C@@H]1[C@@H](O)COCc1ccccc1)OC	-13	-15	20	19
10	Cc1csc(SCC(=O)Nc2ccc(S(=O)(=O)N3CCCC3)cc2)n1	10	10	13	12
11	CCOC(=O)Cc1csc(NC(=O)c2ccc(S(=O)(=O)N3CCCCC3)cc2)n1	23	24	-2	19
12	CC1C/C(=N/N=C2/NC(=O)CS2)CC(C)(C)C1 (stereo not drawn)	23	25	-3	1

No.	APJ antagonist	APJ agonist	CHOP UPR activ	XBP1 UPR activ
1	14	-1	-2.6	0
2	6	-1	1.1	0
3	-3	-3	-0.5	2
4	8	-3	1.7	-3
5	7	-4	-1.1	2
6	5	-1	-1.7	4
7	16	0	-1.3	-7
8	-5	-1	-1.1	-2
9	12	5	-0.2	-2
10	18	-3	-0.2	6
11	11	0	0.2	-2
12	11	-2	1.0	-2

Next part:
No.	mol	Mdm2 MdmX PPI	tim23-1 inh	697 NFkB inh	Jurkat NFkB inh
13	CCOc1ccc(NC(=O)c2ccc(NC(=O)c3ccccc3Br)cc2)cc1	8	16	6	8
14	CCOc1c(C)cc(-c2ncccc2O)cc1C	-2&10	7&-4	-8&5	2&-15
15	CN(C)C(CNC(=S)Nc1ccc(F)cc1)c1cccnc1 (stereo not drawn)	12	-5	7	-2
16	Cc1ccc(C)c(NC(=O)CN(C)C(=O)c2ccc(S(=O)(=O)N(C)c3ccccc3)cc2)c1	1	7	12	3
17	Cc1cccc(C)c1NC(=O)C1(N(C(=O)c2ccccn2)c2ccc(O)cc2)CCCCC1	-3	11	-8	4
18	Cc1ccc(NC(=O)c2cnn(-c3ccccc3)c2C)cc1C	-49	35	-351	-162
19	CC(=O)N/C(=C\c1ccccc1)C(=O)NC(C)C(=O)O (stereo not drawn)	12	2	1	-7
20	COc1ccc(C(=O)NNC(=O)C2=NN(c3ccccc3)C(=O)CC2)cc1	7	9	-5	1
21	COc1cc(NC(=O)CCNC(=O)Cn2cnc3sc4c(c3c2=O)CCCC4)cc(OC)c1OC	-5	3	0	-8
22	c1ccc2cc(CCCc3cc4ccccc4cn3)ncc2c1	14	52*	-2	-11
23	C/C=C(/C)C(=O)Nc1cccc(C2=NOC3(C2)C[C@@H](C(N)=O)N(C(=O)CC(c2ccccc2)c2ccccc2)C3)c1 (stereo partly drawn)	23	-2	-4	7
24	CCS(=O)(=O)Nc1ccc(C(=O)OC)cc1	0	-2	14	1

No.	APJ antagonist	APJ agonist	CHOP UPR activ	XBP1 UPR activ
13	0	3	0.8	-1
14	4&-1	-1&-1	1.6&0.0	2&0
15	7	1	-1.8	1
16	1	-3	0.3	-5
17	-21	-2	2.7	-2
18	-22	1	-2.5	-9
19	-19	-3	1.5	-1
20	14	-3	0.0	-1
21	7	-5	-1.2	-4
22	10	1	2.6	0
23	-6	7	-1.8	-2
24	-5	3	1.3	-1

Next part.
No.	mol	Mdm2 MdmX PPI	tim23-1 inh	697 NFkB inh	Jurkat NFkB inh
25	CC(=O)C1=C(O)C(=O)N(CCC(=O)O)C1c1ccccc1[N+](=O)[O-] (stereo not drawn)	-20	14	-27	-24
26	CCCc1[nH]nc2c1C(CCC)C(C#N)=C(N)O2 (stereo not drawn)	1	26	9	0
27	COc1ccc(-c2nnc(N3CCOCC3)c3ccccc23)cc1	24	3	16	12
28	CC(=O)c1ccc(OCC(=O)N2CCCC2c2ccc3c(c2)OCCCO3)cc1 (stereo not drawn)	13	3	13	1
29	Cc1ccc(OCC(=O)N/N=C\c2ccco2)c(C)c1	16	21	0	-7
30	O=C(NC(C(=O)N/N=C/c1ccncc1)c1n[nH]c(=O)c2ccccc12)c1ccccc1 (stereo not drawn)	15	6	17	1
31	CC(C)(C)C(=O)NC(=S)Nc1ccc(F)cc1	-18	20	-55	-3
32	Cc1ccc2c(c1)/C(=C/c1ccco1)C(=O)N2	9	17	7	5
33	Cc1ccc(CNc2nc(N)c([N+](=O)[O-])c(NCCO)n2)cc1	15	6	-14	-12
34	CN1CCc2nc(SCc3ccc(Cl)cc3)c(C#N)c(-c3cccs3)c2C1	-4	12	-6	-18
35	O=C(CCn1cccc1)Nc1ccc(F)cc1	-17	6	6	-5
36	CC(C)(C)NS(=O)(=O)c1ccc(CCC(=O)NCc2ccccn2)cc1	-29	-7	19	7

No.	APJ antagonist	APJ agonist	CHOP UPR activ	XBP1 UPR activ
25	-31	2	0.3	0
26	-10	0	-1.5	-2
27	-9	0	-1.3	-6
28	6	-3	0.0	0
29	16	-5	2.7	0
30	-3	-4	-2.3	-1
31	11	5	3.1	1
32	8	-3	-0.3	-3
33	-30	6	-0.8	5
34	27	-1	18	0
35	11	7	0.1	-1
36	-1	-5	-1.7	-4

New compounds follow.
No.	mol	Mdm2 MdmX PPI	tim23-1 inh	697 NFkB inh	Jurkat NFkB inh
37	COc1ccc(-c2nn(-c3ccccc3)cc2C(=O)n2nnc3ccccc32)cc1	-2	23	-14	-4
38	O=C1CN(C(=O)CSc2nnc3ccccn23)c2ccccc2N1	16	12	8	3
39	O=C(O)C1CSC2c3ccccc3C(=O)N12 (stereo not drawn)	-4	19	24	8
40	Cc1cccc(Nc2nc(NCCCN3CCOCC3)nc(N)c2[N+](=O)[O-])c1	18	-15	-7	1
41	Cc1cc(C)c(NC(=O)C2CC3CCC2C3)c(C)c1 (stereo not drawn)	-13	-4	-11	-2
42	CCCc1cc(=O)oc2c(C)c(OC(C)C(=O)NCc3ccccn3)ccc12 (stereo not drawn)	3	6	3	1
43	O=S(=O)(c1ccccc1Cl)N1CCCC1c1nc(-c2cccc(Cl)c2)no1 (stereo not drawn)	14	-8	7	1
44	Cc1ccccc1N(CC(=O)N/N=C/c1ccc(F)cc1)C(=O)c1ccccc1	31	5	-16	10
45	Cc1n[nH]c(=O)n1-c1ccc(OC(F)(F)F)cc1	11	4	10	13
46	Cc1ccc(-c2nnn(CCC(=O)Nc3ccc4c(c3)OCO4)n2)cc1	12	-3	-7	-12
47	COCCN1C(=O)C(=O)/C(=C(/O)c2ccc(S(=O)(=O)N3CCCCC3)cc2)C1c1ccc(O)c(OC)c1 (stereo not drawn)	5	10	-2	-12
48	Cc1ccc(NC(=O)CN2C(=O)CSc3ccc(S(=O)(=O)N4CCCCC4)cc32)cc1	-19	10	-23	17

No.	APJ antagonist	APJ agonist	CHOP UPR activ	XBP1 UPR activ
37	4	1	21	-2
38	-9	-1	-2.6	-5
39	9	-5	-0.3	-3
40	36	0	2.2	2
41	3	0	0.8	-4
42	27	2	1.7	-1
43	22	-7	3.0	-1
44	-4	3	3.0	-1
45	14	-1	-0.3	-3
46	5	1	-1.7	2
47	2	-3	0.6	-2
48	3	4	2.5	-4

Carrying on:
No.	mol	Mdm2 MdmX PPI	tim23-1 inh	697 NFkB inh	Jurkat NFkB inh
49	CCOc1ccc(NC(=O)CSc2nc3nc4c(cc3c(=O)n2CC)COC(C)(C)C4)cc1	25	-3	21	-13
50	CCCOc1cccc(C(=O)Nc2ccc3c(c2)OCCO3)c1	-165	-16	-106	-136
51	O=C(/C=C/NNC(=O)c1cccc(Br)c1)c1ccccc1	39	34	8	6
52	Cc1ccc(Sc2cc(C(=O)NCCN(C)C)c3ccccc3n2)cc1	-2	22	7	3
53	CC(C)C(OC(=O)c1nsc(Cl)c1Cl)C(=O)NC(C)(C)C (stereo not drawn)	-9	20	14	9
54	O=C(Cc1n[nH]c(=O)c2ccccc12)OCC(=O)c1ccc2c(c1)OCCO2	55*	32	-30	43
55	O=C(O)c1ccc(CSc2nc3ccc(NC(=O)c4ccccc4C(=O)O)cc3s2)cc1	-4	33	-2	-18
56	CCOc1ccc(/C(O)=C2/C(=O)C(=O)N(c3ncccn3)C2c2ccc(C)cc2)cc1 (stereo not drawn)	5	-11	11	2
57	COC(=O)c1ccc(NC(=S)NCC2CC2)cc1	-10	-10	-37	-13
58	CC(C)c1ccc2[nH]c(O)c(N=NC(=O)c3cccc(S(=O)(=O)Nc4ccccc4Cl)c3)c2c1	19	-13	-18	-9
59	CCCOc1ccc(CSc2nc3ccccc3[nH]2)cc1	-184	64*	-77	-23
60	COc1ccc(-c2c[n+](CC(=O)c3ccccc3)c3n2CCCCC3)cc1	21	-3	-40	1

No.	APJ antagonist	APJ agonist	CHOP UPR activ	XBP1 UPR activ
49	11	-3	-0.4	2
50	3	2	-0.5	-8
51	10	-4	0.0	-4
52	-3	-1	0.4	-5
53	0	-4	0.6	-3
54	14	1	0.9	0
55	-17	0	-0.9	-1
56	6	1	-0.9	-3
57	-9	0	3.2	-1
58	17	-7	1.3	-1
59	-1	0	4.5	1
60	-9	3	1.0	-2

Structures above with an aryl methoxy group, in the order listed:
No.	mol	Mdm2 MdmX PPI	tim23-1 inh	697 NFkB inh	Jurkat NFkB inh
1	CCCCCN1C/C=C\C(c2ccc(OC)cc2)N(Cc2ccc(F)cc2)C(=O)C1 (stereo not drawn)	-5	15	12	4
8	COc1ccccc1NC(=O)CSc1nn2c(=O)c(C)nnc2s1	-12	9	-8	5
20	COc1ccc(C(=O)NNC(=O)C2=NN(c3ccccc3)C(=O)CC2)cc1	7	9	-5	1
21	COc1cc(NC(=O)CCNC(=O)Cn2cnc3sc4c(c3c2=O)CCCC4)cc(OC)c1OC	-5	3	0	-8
27	COc1ccc(-c2nnc(N3CCOCC3)c3ccccc23)cc1	24	3	16	12
37	COc1ccc(-c2nn(-c3ccccc3)cc2C(=O)n2nnc3ccccc32)cc1	-2	23	-14	-4
47	COCCN1C(=O)C(=O)/C(=C(/O)c2ccc(S(=O)(=O)N3CCCCC3)cc2)C1c1ccc(O)c(OC)c1 (stereo not drawn)	5	10	-2	-12
60	COc1ccc(-c2c[n+](CC(=O)c3ccccc3)c3n2CCCCC3)cc1	21	-3	-40	1

No.	APJ antagonist	APJ agonist	CHOP UPR activ	XBP1 UPR activ
1	14	-1	-2.6	0
8	-5	-1	-1.1	-2
20	14	-3	0.0	-1
21	7	-5	-1.2	-4
27	-9	0	-1.3	-6
37	4	1	21	-2
47	2	-3	0.6	-2
60	-9	3	1.0	-2
